High-throughput results as filed in PubChem BioAssay.
proCasp3 act: procaspase-3 (human) activation; P42574; recombinant procaspase-3 D3A, Ac-DEVD-pNA absorbance 405 nm; activation, % at 8.5 µM; 330,000 tested, 0.11% active; AID 463141;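 active = activation above the mean of all tested compounds plus 3 SD, cut at about 21% in these data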;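 also: 0% = DMSO alone and 100% = DMSO wells spiked with extra 5 µM PC-3 D3A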
Target sequence (P42574 whole entry D9A/D28A/D175A): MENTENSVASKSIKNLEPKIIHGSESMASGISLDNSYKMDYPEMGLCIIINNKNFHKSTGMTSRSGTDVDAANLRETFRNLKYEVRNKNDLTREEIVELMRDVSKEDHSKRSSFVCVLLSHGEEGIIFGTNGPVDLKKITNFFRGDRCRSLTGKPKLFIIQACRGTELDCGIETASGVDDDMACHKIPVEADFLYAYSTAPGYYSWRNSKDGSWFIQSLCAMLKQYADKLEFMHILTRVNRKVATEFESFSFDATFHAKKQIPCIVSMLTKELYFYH
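Assay system: Autoprocessing-dead procaspase-3 D3A mutant enzyme; also added: Ac-DEVD-pNA; doses: one concentration, 8.5 µM nominal, 0.8% DMSO; times: 1 h compound preincubation, 2 h substrate hydrolysis at 25 °C; technique: 405 nm absorbance of p-nitroaniline, reads at 0 and 120 min; measure: % activation between DMSO and enzyme-spiked controls; repeats: single replicate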
CR mimetic SO: caloric restriction mimetics inhibiting age-related superoxide in yeast | S. cerevisiae aged cells, superoxide DHE fluorescence; hits give low values | superoxide response (% of plate mean), % at 10 µM | 330,000 tested, 0.18% active;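 active = superoxide response under a set limit, about three screen SD below normal, cut at about 65% in these data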;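 also: yeast aged for seven days with compound at 30 °C before DHE staining; 100% = average MFI of all compound-treated wells on the plate with controls excluded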
AHR activator: activates the human aryl hydrocarbon receptor; P35869; AHR-responsive luciferase reporter cells, luminescence; activation, % at 5 µM; 320,000 tested, 2.5% active; AID 2796; in the data active = activation above about 47%;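 also: 0% = vehicle wells and 100% = reference agonist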
Target sequence (P35869 whole entry, looked up): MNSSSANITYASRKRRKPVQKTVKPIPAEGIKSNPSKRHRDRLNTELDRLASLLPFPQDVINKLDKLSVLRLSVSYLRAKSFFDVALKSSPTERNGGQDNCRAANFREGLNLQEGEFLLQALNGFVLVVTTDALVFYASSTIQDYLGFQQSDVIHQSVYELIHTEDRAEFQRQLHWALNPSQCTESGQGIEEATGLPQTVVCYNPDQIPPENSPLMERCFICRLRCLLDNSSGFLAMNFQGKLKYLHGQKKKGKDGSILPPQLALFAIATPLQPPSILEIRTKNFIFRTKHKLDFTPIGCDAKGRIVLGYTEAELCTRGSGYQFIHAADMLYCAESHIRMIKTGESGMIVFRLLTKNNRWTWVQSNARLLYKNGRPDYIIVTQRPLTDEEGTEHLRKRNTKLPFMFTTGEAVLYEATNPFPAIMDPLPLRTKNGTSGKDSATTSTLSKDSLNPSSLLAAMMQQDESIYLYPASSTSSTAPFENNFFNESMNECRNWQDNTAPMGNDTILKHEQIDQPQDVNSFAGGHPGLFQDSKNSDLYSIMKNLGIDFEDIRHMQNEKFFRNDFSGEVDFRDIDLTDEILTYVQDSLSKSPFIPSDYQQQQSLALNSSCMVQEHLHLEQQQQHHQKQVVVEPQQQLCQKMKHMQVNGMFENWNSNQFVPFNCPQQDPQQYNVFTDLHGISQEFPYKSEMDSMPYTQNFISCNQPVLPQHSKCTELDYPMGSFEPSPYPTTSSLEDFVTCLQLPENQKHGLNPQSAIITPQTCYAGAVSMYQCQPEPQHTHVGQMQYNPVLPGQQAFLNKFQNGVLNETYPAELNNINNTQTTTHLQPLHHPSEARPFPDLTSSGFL
MEP2 TOR yeast: modulators of TOR pathway MEP2-GFP in S. cerevisiae. 330,000 tested, 0.51% active. S. cerevisiae MEP2-GFP strain, flow cytometry GFP, 3 h; 100% = DMSO control level. AID 2016. GFP response vs DMSO, % at 10 µM;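 active = GFP response versus DMSO above a set limit, roughly screen mean plus 3 SD, cut at about 180% in these data; inconclusive = fewer than 70 cells counted for a yeast strain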;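 also: median GFP fluorescence of the barcode-gated MEP2-GFP cells per well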
LAP4-GFP MLPCN: alters LAP4-GFP fluorescence in TOR pathway yeast screen; S. cerevisiae LAP4-GFP multiplex, flow cytometry GFP, 3 h; median GFP as percent of DMSO wells; GFP response vs DMSO, % at 10 µM; 320,000 tested, 0.34% active;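 active = GFP response vs DMSO above a set limit, about the screen mean plus 3 SD, cut at about 150% in these data; inconclusive = under 70 cell events counted for the yeast strain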
JMJD2C inh: human JMJD2C demethylase inhibition; Q9H3R0; GST-JMJD2C(1-420) H3K9me3 demethylation, DELFIA europium; inhibition, % at 2.35 µM; 330,000 tested, 0.069% active;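 active = more than half of a compound's replicate wells show inhibition beyond 50%, single wells judged on their own value; inconclusive = some, but no more than half, of replicates pass 50% inhibition; inactive = no replicate passes 50% inhibition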;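 also: signal counts dimethyl H3K9 product captured on neutravidin plate; 0% = median of DMSO wells and 100% = 0.3 times that DMSO median; strong numbers were not always called active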
RPL19A TOR yeast: modulators of TOR pathway RPL19A-GFP in S. cerevisiae; S. cerevisiae RPL19A-GFP strain, flow cytometry, 3 h; hits give low values; percent response vs DMSO, % at 10 µM; 330,000 tested, 0.3% active;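 active = percent response vs DMSO below 50%; inconclusive = fewer than 70 events counted for the yeast strain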;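 also: median channel GFP fluorescence of the barcoded RPL19A-GFP strain; ratio of sample median GFP to plate DMSO average so 100% = DMSO; lower means less RPL19A-GFP as with rapamycin TOR inhibition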
procasp7 counter: counter-screen for procaspase-3 activators: activators of human procaspase-7; 330,000 tested, 0.093% active; recombinant procaspase-7, Ac-DEVD-pNA absorbance 405 nm; D23A/D198A/D206A triple mutant, cannot self-cleave; scale: DMSO 0, 5 µM enzyme 100; P55210; activation, % at 8.5 µM;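 active = percent activation above the screen-wide mean plus 3 SD, cut at about 25% in these data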
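System: Uncleavable procaspase-7 mutant enzyme; Amount: 2 µM procaspase-7 mutant as dispensed; Schedule: 1 h compound preincubation, 2 h substrate cleavage, 25 °C; Measured by: 405 nm absorbance of p-nitroaniline; Evaluation: percent activation from buffer-corrected 0–120 min absorbance change; Control set: low DMSO alone, high DMSO plus 5 µM PC-7.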
* hit, by the source's call; ? = inconclusive; [ ] = another dose, or the depositor's remark.

1) O=C(N/N=C/c1ccccc1F)c1cccc(NC(=O)c2ccccc2Cl)c1
2) CC1(C)CC(=O)C(C=NCCN2CCN(C(=O)C34CC5CC(CC(C5)C3)C4)CC2)=C(O)C1
3) Cc1ccc(N2C(=O)N(CC(=O)Nc3ccc(C)c(C)c3[N+](=O)[O-])C(=O)C2C)cc1 (stereo not drawn)
4) COc1ccc(O)c(/C=N/n2c(-c3ccco3)csc2=Nc2cccnc2)c1
5) O=c1[nH]c(C2CCCN(S(=O)(=O)c3cccc(Cl)c3)C2)nc2c1nnn2Cc1ccc2c(c1)OCCO2 (stereo not drawn)
6) Cc1ccc(NC(=O)COC(=O)CC2CC3CCC2C3)cc1S(=O)(=O)N1CCOCC1 (stereo not drawn)
Screen / compound no.,1,2,3,4,5,6
proCasp3 act,0,-8,-1,-2,-3,2
CR mimetic SO,93,100,113,104,77,97
AHR activator,5,3,10,12,1,0
MEP2 TOR yeast,83,87,98,94,101,102
LAP4-GFP MLPCN,93,85,93,104,102,99
JMJD2C inh,-6,11,11,4,-1,-2
RPL19A TOR yeast,81,94,93,92,99,102
procasp7 counter,13,4,-12,-9,1,1

7) COc1ccc(C(=O)COC(=O)/C=C/c2ccccc2[N+](=O)[O-])cc1
8) CN1C(=O)C(CC(=O)NCCc2ccccc2)N(NC(=O)c2ccc(Cl)cc2)C1=S (stereo not drawn)
9) Cc1c(C)c2ccc(OC(C)C(=O)N3C[C@H]4C[C@@H](C3)c3cccc(=O)n3C4)c(C)c2oc1=O (stereo partly drawn)
10) COC(=O)C1=C(C(=O)OC)SC2(S1)C(C(=O)OC)=C(C(=O)OC)SC1=C2c2cccc(C)c2NC1(C)C
11) O=C(NC(=S)Nn1cnnc1)c1ccc(F)cc1Cl
12) COC(=O)/C(=N/Nc1ccccc1Cl)Sc1nnc(C(O)c2ccccc2)n1-c1ccccc1 (stereo not drawn)
Screen / compound no.,7,8,9,10,11,12
proCasp3 act,1,-8,-3,-12,-14,1
CR mimetic SO,96,110,74,112,92,81
AHR activator,3,6,0,1,-2,0
MEP2 TOR yeast,101,85,102,99,102,99
LAP4-GFP MLPCN,108,122,104,102,96,94
JMJD2C inh,4,-7,-1,-7,-11,-4
RPL19A TOR yeast,101,90,100,95,103,100
procasp7 counter,4,0,3,-4,-25,-8

13) O=C(c1cccc(F)c1)N1CCN(Cc2ccco2)CC1
14) CCOc1ccc(S(=O)(=O)N2CCC(C(=O)NC3CCCCC3)CC2)cc1
15) Cn1cc2cc([N+](=O)[O-])ccc2n1
16) CCCn1cc(SCC(=O)NC2CCCC2)c2ccccc21
17) CC(=O)c1c(O)c2cccc3c2n(c1=O)CCC3
18) O=C1[C@@H]2CSCN2C(=O)CN1Cc1cccc(C(F)(F)F)c1
Screen / compound no.,13,14,15,16,17,18
proCasp3 act,5,-3,-2,0,-4,13
CR mimetic SO,98,90,104,113,89,85
AHR activator,-2,-5,2,3,6,2
MEP2 TOR yeast,98,98,103,102,93,104
LAP4-GFP MLPCN,93,93,97,108,76,96
JMJD2C inh,-3,-6,5,5,-17,0
RPL19A TOR yeast,97,106,100,100,108,101
procasp7 counter,-1,-1,11,0,4,3

19) CCc1nnc(NC(=O)CCS(=O)(=O)c2ccc(C)cc2)s1
20) O=S(=O)(c1ccccc1)c1nc(-c2ccccc2)oc1NCc1cccnc1
21) CCc1nnc(NS(=O)(=O)c2ccc(NC(=O)c3cccc(Br)c3)cc2)s1
22) CCOCC(O)CNC(=O)c1ccc2nc(Cc3ccc(OC)c(OC)c3)oc2c1 (stereo not drawn)
23) CC(C)(C)c1ccc(NC(=S)NCCc2ccccn2)cc1
24) COC(=O)c1ccccc1NC(=O)NCCc1ccccc1OC
Screen / compound no.,19,20,21,22,23,24
proCasp3 act,-6,-2,-5,-2,4,-10
CR mimetic SO,99,95,122,87,88,101
AHR activator,15,2,3,5,16,88*
MEP2 TOR yeast,99,112,101,95,102,101
LAP4-GFP MLPCN,101,113,98,85,99,108
JMJD2C inh,7,4,-5,-9,5,-3
RPL19A TOR yeast,103,105,99,100,105,110
procasp7 counter,8,7,7,1,-7,10

25) CCOc1cc(C(=O)NCC(C)(C)CNC(=O)c2cc(OCC)c(OCC)c(OCC)c2)cc(OCC)c1OCC
26) COc1cccc(NC(=O)c2ccccc2NC(=O)c2ccncc2)c1
27) COc1cccc(SCC(=O)N2CCN(c3ccccc3)CC2)c1
28) Cc1[nH]c(C)c(S(=O)(=O)N(Cc2ccccc2)C(C)C)c1C(=O)N1CCCC1
29) Cc1cc(C)nc(/N=C2\NC(=O)CC(C(=O)O)N2c2ccc(C)c(C)c2)n1 (stereo not drawn)
30) O=C(CN1C(=O)CSc2ccccc21)Nc1ccc2c(c1)OCCO2
Screen / compound no.,25,26,27,28,29,30
proCasp3 act,-7,9,-3,0,-1,-7
CR mimetic SO,111,92,87,98,95,102
AHR activator,36,55*,-5,-2,1,12
MEP2 TOR yeast,108,103,100,103,101,93
LAP4-GFP MLPCN,112,94,108,90,96,97
JMJD2C inh,-4,0,6,3,-23,-6
RPL19A TOR yeast,101,94,95,100,100,94
procasp7 counter,6,1,4,0,7,1

Random excerpt: 4 entries already listed.
8) CN1C(=O)C(CC(=O)NCCc2ccccc2)N(NC(=O)c2ccc(Cl)cc2)C1=S (stereo not drawn)
13) O=C(c1cccc(F)c1)N1CCN(Cc2ccco2)CC1
2) CC1(C)CC(=O)C(C=NCCN2CCN(C(=O)C34CC5CC(CC(C5)C3)C4)CC2)=C(O)C1
10) COC(=O)C1=C(C(=O)OC)SC2(S1)C(C(=O)OC)=C(C(=O)OC)SC1=C2c2cccc(C)c2NC1(C)C
Screen / compound no.,8,13,2,10
proCasp3 act,-8,5,-8,-12
CR mimetic SO,110,98,100,112
AHR activator,6,-2,3,1
MEP2 TOR yeast,85,98,87,99
LAP4-GFP MLPCN,122,93,85,102
JMJD2C inh,-7,-3,11,-7
RPL19A TOR yeast,90,97,94,95
procasp7 counter,0,-1,4,-4

The listing continues:
31) CCCOc1ccc(NC(=O)C2CC(=O)N(C)C(=Nc3cccc(OC)c3)S2)cc1 (stereo not drawn)
32) COc1cc(OC)cc(C(=O)OCCNC(=O)Cn2cnc3c2c(=O)n(C)c(=O)n3C)c1
33) CCOC(=O)/C(C#N)=C/c1cn(CCC(=O)O)nc1-c1ccccc1
34) O=C(Nc1cccnc1)c1cccc([N+](=O)[O-])c1
35) CCOC(=O)c1ccc(NC(=O)N2CCN(C(=O)C3CCCO3)CC2)cc1 (stereo not drawn)
36) O=C(Cn1c(=O)oc2cc(S(=O)(=O)N3CCCC3)ccc21)Nc1ccccc1Br
Screen / compound no.,31,32,33,34,35,36
proCasp3 act,4,11,1,14,-1,3
CR mimetic SO,91,89,95,101,129,95
AHR activator,6,-2,-3,4,5,0
MEP2 TOR yeast,108,100,112,101,83[may fluoresce red and violet],191*
LAP4-GFP MLPCN,103,104,94,100,?,97
JMJD2C inh,-9,-19,56,2,-2,15
RPL19A TOR yeast,103,106,102,102,?,51
procasp7 counter,8,-3,-2,3,3,6

37) Cc1ccc(CCNC(=O)CCCn2nc(C)c3c(C)n(-c4ccc(C)cc4)nc3c2=O)cc1
38) O=C(c1ccc(C(=O)N2CCCc3ccccc32)nc1)N1CCCc2ccccc21
39) Cc1nc(SCCOc2ccc(F)cc2)c2ccccc2n1
40) COc1ccc(C2CC(c3ccccc3)=NN2C(=O)CSc2nnnn2-c2cccc(C)c2)cc1 (stereo not drawn)
41) CC(=O)Nc1nnc(SCC(=O)NCCOc2ccccc2)s1
42) CCOC(=O)Cc1csc(NC(=O)c2ccc3ncsc3c2)n1
Screen / compound no.,37,38,39,40,41,42
proCasp3 act,-3,9,-9,4,-2,5
CR mimetic SO,105,104,86,96,101,109
AHR activator,0,3,-5,0,0,-15
MEP2 TOR yeast,112,102,99,91,114,95
LAP4-GFP MLPCN,98,93,102,88,100,107
JMJD2C inh,17,2,13,-7,-6,3
RPL19A TOR yeast,106,107,105,93,97,93
procasp7 counter,0,0,-10,10,7,2

43) COc1cccc(/C=N/NC(=O)CN(C2=NS(=O)(=O)c3ccccc32)c2ccccc2)c1
44) OCCNC(=S)Nc1ccc(Cl)c(Cl)c1
45) O=c1c(Cl)c(O)c2cccc3c4ccccc4n1c23
46) CC(C)CNC(=O)c1cnn2c(C(F)(F)F)cc(C(F)(F)F)nc12
47) CCOc1ccc(NS(=O)(=O)c2ccc(C(=O)NNC(=O)c3ccccc3O)cc2)cc1
48) O=C(O)CNC(=S)N(Cc1ccco1)Cc1ccccc1Cl
Screen / compound no.,43,44,45,46,47,48
proCasp3 act,5,0,-6,-3,3,3
CR mimetic SO,89,104,144,81,145,96
AHR activator,2,-1,14,1,20,10
MEP2 TOR yeast,97,96,97,104,103,97
LAP4-GFP MLPCN,93,92,105,134,103,91
JMJD2C inh,13,3,-1,0,-6,-4
RPL19A TOR yeast,99,102,97,96,103,100
procasp7 counter,2,9,-14,-3,2,8

49) O=C(CCc1ccccc1)NCCc1nc2ccccc2[nH]1
50) COc1ccc(NS(=O)(=O)c2ccc(-c3coc(C)n3)cc2)cc1
51) COC(=O)c1cnc(SCc2ccc(C)cc2)n1C
52) CCOC(=O)c1sc(/N=C/c2ccc(O)cc2O)cc1C
53) CCN(CC)S(=O)(=O)c1ccc(NCC2COc3ccccc3O2)c([N+](=O)[O-])c1 (stereo not drawn)
54) Cc1sc2nc(-c3cccnc3)[nH]c(=O)c2c1-c1ccccc1
Screen / compound no.,49,50,51,52,53,54
proCasp3 act,9,1,3,-6,8,-11
CR mimetic SO,87,116,106,101,103,116
AHR activator,2,3,-2,11,1,63*
MEP2 TOR yeast,94,99,98,106,101,93
LAP4-GFP MLPCN,109,104,110,82,89,107
JMJD2C inh,-11,11,2,0,-4,11
RPL19A TOR yeast,96,104,96,105,97,90
procasp7 counter,-2,9,1,2,-12,-8

55) C/C(=N\NC(=O)COc1cc(C)cc(C)c1)c1ccc(N2CCOCC2)cc1
56) CC(=O)Nc1ccc(S(=O)(=O)NCc2ccccn2)cc1
57) COc1ccc(Nc2cc(C)c3ccc(O)cc3n2)cc1
58) COc1ccc(CNS(=O)(=O)c2c(C)[nH]c(C)c2C(=O)N2CCCCC2)cc1
59) Cn1c(Sc2ccc(C(F)(F)F)cc2[N+](=O)[O-])nnc1-c1ccccc1
60) COc1ccc(S(=O)(=O)NCC2CCCN(C(=O)c3occc3C)C2)cc1 (stereo not drawn)
61) Cc1ccc(SC[C@H](C)CN2CC[C@H](C(C)(C)C)CCC2=O)cc1
62) Nc1nc(SCC(=O)Nc2ccccc2)[nH]c(=O)c1NC(=O)c1cccs1
63) COCCNc1nc(C)cc(-c2cc(C(=O)NC3CCCC3)on2)n1
Screen / compound no.,55,56,57,58,59,60,61,62,63
proCasp3 act,-1,7,-8,2,5,-1,-9,11,5
CR mimetic SO,98,119,107,94,111,106,107,93,103
AHR activator,5,-1,28,4,0,-1,1,-2,-2
MEP2 TOR yeast,104,92,103,85,100,69,106,102,82
LAP4-GFP MLPCN,98,97,119,86,101,95,95,103,134
JMJD2C inh,3,10,-4,4,-3,13,4,-1,53
RPL19A TOR yeast,104,97,106,93,100,106,104,102,88
procasp7 counter,-9,7,-1,5,1,-3,-1,12,-10
